PvdQ inh: P. aeruginosa PvdQ acylase inhibitors, primary screen, biochemical, fluorescence, plate reader and imaging, single point; purified PvdQ acylase; PvdQ acylase [Pseudomonas aeruginosa LESB58]; 0.063% of 340,000 active; inhibition, % at 10 µM; in the data active means inhibition above about 30%, passing the limit was not always enough;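 further: 0% = vehicle neutral wells and 100% = reference inhibitor wells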
Keap1 Nrf2 FP: Keap1-Nrf2 protein-protein interaction inhibitors, primary screen, biochemical, fluorescence polarization, single point; Keap1 Kelch-Nrf2 peptide fluorescence polarization, 1536-well; 0.15% of 340,000 active; Kelch-like ECH-associated protein 1 (Homo sapiens), Q14145; inhibition, % at 9.4 µM; in the data active means inhibition above about 12%;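 further: human Keap1 Kelch domain with fluorescein labeled Nrf2 9mer peptide probe; 0% = neutral control wells and 100% = peptide positive control; higher means more block of Keap1 binding to Nrf2 peptide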
Target sequence (Q14145 whole entry, looked up, the tested form may be a part): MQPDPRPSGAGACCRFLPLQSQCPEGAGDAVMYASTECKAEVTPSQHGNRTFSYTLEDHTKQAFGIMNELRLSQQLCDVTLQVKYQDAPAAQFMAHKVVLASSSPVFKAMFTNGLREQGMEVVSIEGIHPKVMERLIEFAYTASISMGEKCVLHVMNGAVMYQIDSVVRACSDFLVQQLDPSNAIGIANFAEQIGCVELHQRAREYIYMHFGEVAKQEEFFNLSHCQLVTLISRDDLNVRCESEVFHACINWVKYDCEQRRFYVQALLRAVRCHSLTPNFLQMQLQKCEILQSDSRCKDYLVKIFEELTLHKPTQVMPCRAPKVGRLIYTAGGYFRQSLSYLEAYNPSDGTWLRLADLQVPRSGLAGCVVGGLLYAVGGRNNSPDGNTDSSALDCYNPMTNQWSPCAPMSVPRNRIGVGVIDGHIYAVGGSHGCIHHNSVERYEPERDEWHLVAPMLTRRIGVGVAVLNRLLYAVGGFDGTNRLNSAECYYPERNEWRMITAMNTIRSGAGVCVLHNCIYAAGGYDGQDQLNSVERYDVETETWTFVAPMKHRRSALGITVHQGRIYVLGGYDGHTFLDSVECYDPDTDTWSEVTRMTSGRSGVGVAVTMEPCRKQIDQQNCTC
NSD2 HMT inh: NSD2 histone methyltransferase inhibitors, primary screen, biochemical, AlphaScreen, single concentration, set 2; inhibition, % at 12.5 µM; 0.54% of 310,000 active; Histone-lysine N-methyltransferase NSD2 (Homo sapiens), O96028; NSD2 peptide methylation, 120 min; in the data active means inhibition above about 50%
PKA-R2B activ: activators of PKA-R2B holoenzyme, primary screen, biochemical, fluorescence polarization, Cy5-IP20, human; activation, % at 11.4 µM; AID 504700, 2011; 0.079% of 340,000 active; PKA-R2B holoenzyme dissociation; R2B truncated from residue 108, S112A mutant; 0% DMSO only, 100% 113 µM cGMP;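 active means activation above a cutoff set at the mean over all compounds plus 3 SD, cut at about 18% in these data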;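 further: higher means more holoenzyme dissociation and a rise in polarization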
Target sequence (P31323 whole entry, looked up, other chains not shown, the tested form may be a part): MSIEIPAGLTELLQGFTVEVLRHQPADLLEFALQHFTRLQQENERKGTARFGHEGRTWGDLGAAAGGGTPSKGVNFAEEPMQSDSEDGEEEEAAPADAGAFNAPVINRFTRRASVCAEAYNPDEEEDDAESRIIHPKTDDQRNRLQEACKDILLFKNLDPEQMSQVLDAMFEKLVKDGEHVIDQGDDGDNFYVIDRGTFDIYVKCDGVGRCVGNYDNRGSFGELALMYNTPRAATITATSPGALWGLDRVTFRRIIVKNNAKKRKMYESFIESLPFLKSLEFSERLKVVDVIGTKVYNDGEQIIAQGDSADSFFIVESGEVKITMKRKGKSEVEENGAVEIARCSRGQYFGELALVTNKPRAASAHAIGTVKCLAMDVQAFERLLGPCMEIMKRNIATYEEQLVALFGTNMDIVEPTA
DAGLB inhibitor: DAGLB lipase inhibitors, primary screen, biochemical, fluorescence, HTS; HEK293T DAGLB membrane lysate, EnzChek fluorogenic substrate; inhibition, % at 5.17 µM; 0.059% of 340,000 active; in the data active means inhibition above about 34%;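 further: 0% = enzyme with vehicle and 100% = wells lacking enzyme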
SR-BI HDL uptake: inhibitors of SR-BI mediated HDL lipid uptake, primary screen, ldlA[mSR-BI] cells, fluorescence, single point. 0.96% of 320,000 active. ldlA[mSR-BI] CHO cells, DiI-HDL uptake fluorescence, 3 h. AID 488896, 2010. inhibition, % at 12.5 µM;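 active means mean replicate inhibition of at least 70% and a set share of replicates each scoring 70 or more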;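 further: 0% = median of neutral control wells and 100% = median of positive control wells; values of inactives mirror those of a sister screen read the other way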
LANA DNA inh: inhibitors of KSHV C-LANA binding to DNA, primary screen, biochemical, fluorescence polarization, FAM-LBS DNA, MBP-C-LANA, single point. 0.078% of 340,000 active. Kaposi's sarcoma herpesvirus LANA C-terminal domain (residues 932-1162) DNA binding. inhibition, % at 9 µM. AID 504423, 2011;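 active means highest replicate inhibition at or above 60% at 9 µM, even if other replicates fall short; inactive means all replicates below 60% inhibition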;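 further: 0% = neutral control wells and 100% = 4 µM acridine orange control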
RTF Ca sens inh: cardiac RTF calcium sensitivity inhibitors, primary screen, biochemical, IANBD-TnC fluorescence, EC70 calcium | IANBD-labeled cardiac RTF, Ca2+ fluorescence | inhibition, % at 7.15 µM | 0.12% of 340,000 active | AID 493244, 2011;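 active means inhibition above the mean inhibition of all tested compounds plus 3 SD, cut at about 17% in these data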;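 further: assay run at fixed EC70 calcium of 1.6 mM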
SR-BI DiI-HDL act: activators of SR-BI mediated DiI-HDL uptake, primary screen, ldlA[mSR-BI] CHO cells, DiI fluorescence. activation, % at 12.5 µM. 3 h; 100 = double the neutral-control signal. 0.096% of 320,000 active. AID 504775, 2011;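 active means mean replicate activation of at least 60% and every replicate at or above 60%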;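 further: 0% = median plate neutral-control signal and 100% = twice that signal; values of inactives mirror those of a sister screen read the other way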
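System: CHO ldlA[mSR-BI] cells / Medium: HEPES-buffered (25 mM, pH 7.4) F12 plus 0.5% BSA / Probe or stimulus: labelled HDL, 10 µg/mL / Doses: single compound concentration, delivered by pin transfer / Schedule: 3 h, 37 °C / Measured by: DiI fluorescence, bottom read / Measure: cell-associated DiI fluorescence as measure of HDL uptake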
Arrestin-AP2 inh: inhibitors of beta-arrestin/AP2 binding, primary screen, biochemical, GPCR trafficking, flow cytometry; beta-arrestin 1 C-terminal peptide binding to AP2 beta2-adaptin appendage (human); FITC-arrestin peptide / GST-AP2 beads; AP2 beta2 appendage carries R879A mutation; inhibition, % at 10 µM; 0.31% of 340,000 active; AID 504490, 2011;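 active means inhibition above a set limit, near 3 SD of compounds lacking own fluorescence, cut at about 54% in these data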;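 further: plate controls were DMSO wells for no effect and 5 µM unlabelled arrestin peptide for full effect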
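Material – AP2 appendage R879A on GSH beads · Buffer or medium – PBS with 0.05% Tween 20 and 0.1% BSA · Probe or stimulus – fluorescein-tagged arrestin peptide at 50 nM final · Incubation – compound with beads 12 min RT, then probe 1 h RT · Detection – high-throughput flow cytometry of beads, ex 488, em 535 nm · Evaluation – percent response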
* hit, by the source's call; / = no result given.

SMILES | PvdQ inh | Keap1 Nrf2 FP | NSD2 HMT inh | PKA-R2B activ | DAGLB inhibitor | SR-BI HDL uptake | LANA DNA inh | RTF Ca sens inh | SR-BI DiI-HDL act | Arrestin-AP2 inh
COc1ccc(C(=O)C/C(=C\C(=O)c2ccc(C)cc2)c2ccccc2)cc1 | 16 | -89 | -4 | -9 | -11 | 21 | 14 | -1 | -21 | 37
COc1cccc(N2C(=O)CC(N3CCN(C(=O)c4ccco4)CC3)C2=O)c1 (stereo not drawn) | -25 | -4 | 3 | -2 | 0 | -11 | 0.5 | -3 | 11 | 3
Cc1cc(C)cc(NC(=O)COC(=O)c2cc(=O)[nH]c(=O)[nH]2)c1 | -4 | 2 | -1 | 2 | 0 | -8 | -0.3 | -30 | 8 | 2
C[C@@H]1CC=C[C@H]2[C@H]1C(=O)N(Cc1ccccc1)[C@H]2c1ccc(-c2ccc(N(C)C)cc2)cc1F | -15 | -5 | / | -10 | -13 | 24 | 0.6 | -18 | -24 | -3
Cc1ccnn1CCC(=O)N1CCCC(N2CCN(c3cccc(Cl)c3)CC2)C1 (stereo not drawn) | -13 | -6 | 5 | 5 | -1 | 16 | 1.1 | -1 | -16 | 0
Cc1cc(C)cc(OCc2ccc(C(=O)N3N=C(C(F)F)CC3(O)C(F)F)o2)c1 (stereo not drawn) | -11 | 0 | -1 | -9 | 7 | 33 | 0.3 | 6 | -33 | 2
COCCn1cnc2c1c(=O)n(Cc1ccccc1C#N)c(=O)n2Cc1ccccc1 | -16 | -1 | -2 | -1 | 1 | 7 | -1.5 | -6 | -7 | -7
COc1ccccc1NC(=O)C1=C(C)NC(=O)NC1c1ccccc1F (stereo not drawn) | -10 | 1 | / | 0 | 0 | -1 | 0.8 | -6 | 1 | 4
CC(C(=O)Nc1ncccn1)(c1ccccc1)c1ccccc1 | 13 | -1 | 1 | -11 | -3 | 11 | -2.3 | -4 | -11 | 17
CC(C)(C)c1ccc(C(=O)Nc2ccc(F)cc2)s1 | -2 | 2 | 0 | -16 | -9 | 24 | -1.7 | -2 | -24 | 21
CC1Sc2ccc(S(=O)(=O)N3CCC(C(=O)N(C)Cc4ccco4)CC3)cc2NC1=O (stereo not drawn) | -15 | -11 | 1 | 0 | 3 | -15 | -1.3 | -11 | 15 | 0
O=C(Nc1ccc2c(c1)OCO2)c1ccc2c(c1)OCO2 | -6 | -3 | -1 | -13 | 2 | 4 | 3.3 | -2 | -4 | 20
CC(=O)N(C1=C(O)c2ccccc2C(=O)C1=O)C1CCCCC1 | -2 | -1 | 3 | -3 | 3 | -22 | 1.8 | -1 | 22 | 5
O=C(CN(C(=O)CCC(=O)Nc1ccccn1)c1cccc(F)c1)NCc1ccco1 | -15 | -2 | -3 | -4 | 1 | -5 | -0.9 | -3 | 5 | -3
CCOc1ccc(/C(O)=C2/C(=O)C(=O)N(CCOCCO)C2c2ccc(F)cc2)cc1 (stereo not drawn) | -11 | -4 | -4 | -11 | 1 | -14 | 0.6 | 4 | 14 | -2
O=C1NC(c2ccccc2)(C(F)(F)F)C(=O)N1Cc1cccnc1 (stereo not drawn) | -6 | 3 | -1 | -7 | -1 | -13 | -1.2 | -11 | 13 | -7
Cc1onc(-c2ccccc2)c1C(=O)N(C)CCc1ccccn1 | -10 | -1 | / | -10 | 2 | 9 | -0.3 | -1 | -9 | 2
COc1cccc(NC(=O)CN2C(=O)NC3(CCCC3)C2=O)c1 | -9 | -2 | 2 | -8 | 1 | -13 | 0.4 | -2 | 13 | 0
COc1ccc(CN2CCCC(CO)(Cc3cccc(Cl)c3)C2)cc1OC (stereo not drawn) | -1 | -3 | 3 | 3 | -2 | -8 | -0.6 | -7 | 8 | 14
CC(=O)C1=C(O)CCC1=N | -16 | -7 | / | 3 | -1 | -30 | 0.8 | -9 | 30 | 10
N=C1/C(=C\c2ccc(-c3ccc(C(=O)O)cc3)o2)C(=O)N=C2SC=C(c3ccccc3)N12 | -5 | -12 | 5 | 2 | 1 | 10 | 1.6 | 4 | -10 | 2
Cc1c(NC(=O)c2cnn3c(C(F)(F)F)cc(-c4ccco4)nc23)c(=O)n(-c2ccccc2)n1C | -7 | 0 | 2 | -8 | -3 | 15 | 0.3 | -1 | -15 | -2
COc1ccccc1-c1nnc(C2CCN(S(=O)(=O)c3ccc([N+](=O)[O-])cc3)CC2)o1 | -7 | 1 | 1 | -1 | 3 | 38 | -1.4 | -6 | -38 | 7
CCCC(=O)C1=C(N2CCCCC2)CC(C)(C)C(C(=O)OC)C1=O (stereo not drawn) | -8 | -3 | -2 | 0 | 1 | -33 | -1.3 | -7 | 33 | 21
COc1ccc(C2(C(=O)N3CCOCC3)CCCC2)cc1 | 3 | -1 | 7 | -2 | -1 | -24 | -1.4 | 5 | 24 | -79
CCN(CC)c1ccc(NC(=O)c2c(OC)cccc2OC)c(C)c1 | -10 | 0 | 3 | -5 | 1 | 30 | -3.2 | -7 | -30 | 12
COc1ccc(Cn2nc(C)cc2C)cc1OC | -8 | 1 | / | -10 | 3 | -33 | 1.6 | -17 | 33 | -9
CCOCc1nnc(NC(=O)C2CC(=O)N(CCc3ccc(F)cc3)C2)s1 (stereo not drawn) | -8 | 0 | -2 | 4 | -1 | -19 | 1.1 | 8 | 19 | -4
COc1ccc(/C=C2\CCc3ccccc3C2=O)cc1Cn1nc(C)cc1C | 15 | 0 | -3 | 12 | -8 | -9 | -1.8 | 3 | 9 | 6
O=C(CSc1nnc(CNC(=O)c2ccco2)o1)Nc1ccccc1F | -11 | 2 | 0 | -5 | 1 | -9 | -1.7 | 8 | 9 | -13
CC(NCCc1ccc(S(N)(=O)=O)cc1)C(=O)NCCc1ccc(F)cc1 (stereo not drawn) | -6 | 0 | -1 | -9 | 0 | 5 | 2.5 | -11 | -5 | 0
CCn1c(C(=O)O)c(CC(=O)NC2CCCCCC2)c2ccccc21 | -5 | 0 | -1 | 12 | -3 | -50 | -0.8 | 1 | 50 | 8
CCN(CC)C(=O)C1CCN(S(=O)(=O)c2cccc3nonc23)CC1 | -24 | -7 | -5 | -1 | 0 | -20 | 3.0 | -3 | 20 | -4
O=S(=O)(c1cccc2nsnc12)N1CCNCC1 | -7 | -5 | 0 | 13 | 0 | / | -0.5 | 3 | / | 7
Fc1ccccc1COc1ccccc1CNCc1ccncc1 | -12 | -2 | 1 | -2 | -1 | -13 | 1.1 | -11 | 13 | 9
O=C1Nc2ccccc2C1=Nc1cccc(Cl)c1 | -15 | -6 | 9 | -1 | 0 | 8 | -0.7 | -7 | -8 | -2
Cn1cc(Br)c(C(=O)NNC(=O)c2ccc(Cl)cc2)n1 | -3 | -4 | -1 | -4 | -1 | 6 | -2.7 | 9 | -6 | -1
CCNc1nc(NC(C)C)nc(Nn2cnnc2)n1 | -12 | 2 | 1 | 6 | 2 | 5 | 0.0 | -2 | -5 | -1
COc1ccc(C(=O)NNC(=O)c2ccc(S(=O)(=O)N3CCCCC3)cc2)cc1 | -1 | 5 | 4 | 5 | -1 | 36 | -1.7 | 5 | -36 | 15
Cc1ccc(-c2c[n+](Cc3ccc(Cl)c(Cl)c3)c3n2CCC3)cc1 | -8 | 0 | 2 | 7 | 0 | 10 | -0.9 | 3 | -10 | -6
Nc1ccc(C(=O)Nc2ccco2)cc1 | 7 | 1 | 0 | 0 | -6 | 5 | -0.7 | -12 | -5 | -1
CCCc1nc2c(s1)CCc1onc(-c3ccc(Cl)cc3)c1-2 | 3 | -3 | / | 6 | -13 | 22 | 2.4 | 0 | -22 | 23
O=C(NCCS(=O)(=O)NCC1CCCO1)c1ccccc1 (stereo not drawn) | 10 | -5 | -1 | -5 | 2 | 1 | 0.5 | 0 | -1 | 0
COc1cccc(C(C(=O)NC(C)(C)C)N(Cc2ccc(C)cc2)C(=O)CCC(=O)Nc2cc(C)on2)c1OC (stereo not drawn) | 0 | 0 | 3 | -4 | -2 | / | 0.8 | -9 | / | 33
C=CCn1cc(C(=O)NCCOC)c(=O)c2cc(S(=O)(=O)N3CCCCCC3)ccc21 | -13 | 1 | 0 | 5 | 1 | -1 | -0.3 | 2 | 1 | -19
Nc1ncc(Br)cc1S(=O)(=O)NCCC(=O)N1CCN(c2ncccn2)CC1 | -7 | 4 | -1 | 0 | -2 | 1 | 1.5 | -11 | -1 | 15
O=C(COC(=O)c1cc(Cl)ccc1[N+](=O)[O-])NC1CC1 | -6 | -1 | 1 | -14 | -1 | 5 | -1.4 | -1 | -5 | -8
CC(=O)c1ccc(NC(=O)CCNC(=O)c2ccccc2Cl)cc1 | -7 | 0 | 5 | 0 | 0 | / | 0.2 | -18 | / | 23
O=C(CSc1n[nH]c(=O)[nH]c1=O)Nc1ccc2c(c1)C(=O)c1ccccc1C2=O | -5 | 0 | / | -5 | 5 | 36 | 1.1 | 8 | -36 | 4
CC(=O)NN1C(=O)/C(=C\c2ccc(Br)o2)SC1=S | -2 | 4 | 7 | 3 | 2 | -2 | 10 | 11 | 2 | -7
Cc1ccc(C(C(=O)NC2CCCCC2)N2CCOCC2)cc1 (stereo not drawn) | -17 | -6 | 0 | -9 | -1 | -28 | -0.1 | -5 | 28 | 1

Arranged by molecular weight (descending): some entries from above
SMILES | PvdQ inh | Keap1 Nrf2 FP | NSD2 HMT inh | PKA-R2B activ | DAGLB inhibitor | SR-BI HDL uptake | LANA DNA inh | RTF Ca sens inh | SR-BI DiI-HDL act | Arrestin-AP2 inh
Nc1ncc(Br)cc1S(=O)(=O)NCCC(=O)N1CCN(c2ncccn2)CC1 | -7 | 4 | -1 | 0 | -2 | 1 | 1.5 | -11 | -1 | 15
Cc1ccc(-c2c[n+](Cc3ccc(Cl)c(Cl)c3)c3n2CCC3)cc1 | -8 | 0 | 2 | 7 | 0 | 10 | -0.9 | 3 | -10 | -6
CC(=O)c1ccc(NC(=O)CCNC(=O)c2ccccc2Cl)cc1 | -7 | 0 | 5 | 0 | 0 | / | 0.2 | -18 | / | 23
CCCc1nc2c(s1)CCc1onc(-c3ccc(Cl)cc3)c1-2 | 3 | -3 | / | 6 | -13 | 22 | 2.4 | 0 | -22 | 23
